High-throughput results: PubChem BioAssay, several laboratories
S1P2 blocker: blocks the human S1P2 receptor. O95136. cell-based S1P2 antagonist assay, inhibition at 5 uM. inhibition, % at 5 µM. 0.21% of 97,000 active. AID 736; in the data active = inhibition above about 45%;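 also: CRE beta-lactamase reporter cells expressing human S1P2 stimulated with S1P; 0% = agonist at EC80 alone and 100% = agonist plus reference antagonist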
Target sequence (O95136 whole entry, looked up): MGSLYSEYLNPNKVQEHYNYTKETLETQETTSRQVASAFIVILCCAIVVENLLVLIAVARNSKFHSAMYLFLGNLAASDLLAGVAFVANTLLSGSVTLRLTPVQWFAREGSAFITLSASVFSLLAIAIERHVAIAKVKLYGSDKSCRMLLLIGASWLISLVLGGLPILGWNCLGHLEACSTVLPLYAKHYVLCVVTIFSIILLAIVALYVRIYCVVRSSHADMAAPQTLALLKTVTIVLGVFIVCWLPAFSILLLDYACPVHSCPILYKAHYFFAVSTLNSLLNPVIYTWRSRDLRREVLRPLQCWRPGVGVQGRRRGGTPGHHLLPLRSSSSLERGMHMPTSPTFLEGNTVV
S1P2 ag: agonists of human S1P2 receptor. activation, % at 4.5 µM. O95136. S1P2-expressing cell line, agonist reporter read-out. 0.46% of 97,000 active. AID 729; in the data active = activation above about 16%;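 also: 0% = vehicle low control and 100% = maximal reference agonist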
MT1-MMP txn act: MT1-MMP promoter transcription activation | 0.16% of 86,000 active | AID 750 | activation factor at 10 µM | HT1080 MT1-MMP promoter luciferase reporter, luminescence, overnight; stronger effect = higher value;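 active = activation factor of at least 2 for MT1-MMP transcription at 10 µM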
PLK1 PBD inh: inhibitors of human Plk1 polo box domain binding; P53350; Plk1 PBD phosphopeptide binding, fluorescence polarization; inhibition, %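 (tested at about 20 µM)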; 0.13% of 97,000 active; AID 693; in the data active = inhibition above about 34%, passing the limit was not always enough
HIV Rev-RRE inh: inhibitors of HIV-1 Rev-RRE RNA interaction | Rev peptide-RRE RNA binding, FRET | P05866 | 0.79% of 97,000 active | inhibition, % at 8 µM;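 active = inhibition above the screen-wide mean plus 3 SD, cut at about 35% in these data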;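 also: 0% = median DMSO wells and 100% = median Neomycin B control wells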
Target sequence (P05866 whole entry, looked up): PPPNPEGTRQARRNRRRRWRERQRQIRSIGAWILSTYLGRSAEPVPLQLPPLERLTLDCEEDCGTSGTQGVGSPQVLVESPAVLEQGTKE
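Assay system: Labelled RRE RNA duplex and labelled Rev peptide | Times: 5 min preincubation and 15 min binding, 25 °C | Detection: FRET, ex 480 nm, em 540 and 671 nm | Evaluation: % inhibition of FRET ratio versus controls | Benchmarks: DMSO wells as 0% and neomycin B wells as 100% inhibition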
PLK1 inh: PLK1 (human) kinase inhibition; P53350; recombinant PLK1 kinase, TR-FRET peptide phosphorylation; inhibition, % at 10 µM; 0.53% of 97,000 active;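 active = inhibition of 50% or more in the single-concentration screen; inactive = inhibition below 50%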;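 also: 0% = DMSO max control and 100% = H-89 dihydrochloride min control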
FAK inh: blocks human focal adhesion kinase activity | inhibition, %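 (tested at 7 µM)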 | biochemical FAK kinase activity assay | 0.84% of 97,000 active | AID 727; in the data active = inhibition above about 19%;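 also: 0% = DMSO and 100% = reference compound high control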
EphB4 ephrin blk: antagonists of human EphB4-ephrin-B2 interaction | P54760 | EphB4 LBD / TNYL-RAW-Alexa532 peptide, fluorescence polarization | inhibition, % at 7 µM | 0.15% of 97,000 active | AID 720;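 active = inhibition above the screen-wide mean inhibition plus 3 SD, cut at about 15% in these data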;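 also: 0% = DMSO wells and 100% = excess unlabeled TNYL-RAW peptide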
PLAP act: activators of human placental alkaline phosphatase. P05187. 1.2% of 96,000 active. purified PLAP enzyme, luminescent substrate read-out; stronger effect = higher value. activation fold at 20 µM. AID 696; in the data active = activation fold above about 2
Target sequence (P05187 whole entry, looked up): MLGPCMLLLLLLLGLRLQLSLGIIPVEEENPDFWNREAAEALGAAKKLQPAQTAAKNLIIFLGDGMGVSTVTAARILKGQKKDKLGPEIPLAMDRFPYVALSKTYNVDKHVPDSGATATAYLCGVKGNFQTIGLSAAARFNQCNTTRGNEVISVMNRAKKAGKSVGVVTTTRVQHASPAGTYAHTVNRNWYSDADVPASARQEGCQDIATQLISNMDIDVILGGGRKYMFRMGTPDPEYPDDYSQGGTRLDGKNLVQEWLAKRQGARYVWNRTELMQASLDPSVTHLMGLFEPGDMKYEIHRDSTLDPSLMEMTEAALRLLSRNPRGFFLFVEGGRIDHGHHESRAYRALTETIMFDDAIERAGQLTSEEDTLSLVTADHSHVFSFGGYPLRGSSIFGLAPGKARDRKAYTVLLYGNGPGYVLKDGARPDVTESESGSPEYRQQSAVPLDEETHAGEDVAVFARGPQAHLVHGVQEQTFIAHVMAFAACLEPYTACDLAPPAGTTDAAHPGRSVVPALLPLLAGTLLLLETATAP
* = called active by the depositor; x = not tested or not shown.

SMILES	S1P2 blocker	S1P2 ag	MT1-MMP txn act	PLK1 PBD inh	HIV Rev-RRE inh	PLK1 inh	FAK inh	EphB4 ephrin blk	PLAP act
CCC(C)NC(=O)C1CC(c2cccc(OC)c2)=NO1 (stereo unspecified)	8.6	-8.1	1.3	-34.0	2.8	-5.9	-5.3	4.8	0.8
O=C(NCc1ccco1)[C@@H]1CCCN1C(=O)c1cccs1	-8.9	-2.7	x	-14.8	7.9	-15.9	-0.2	-1.1	1.5
Cc1cccc(N(CC(=O)NCCSCc2ccco2)S(=O)(=O)c2ccccc2)c1	5.4	-6.7	x	0.6	2.8	-1.8	-2.7	-6.2	1.2
Cc1ccc(SCCNS(C)(=O)=O)cc1	-3.7	-5.0	1.2	11.3	4.7	-10.1	1.1	4.2	1.2
CCc1cccc(C)c1N(C(=O)Cn1c(CO)nc2ccccc21)C(C)COC (stereo unspecified)	-7.3	-6.0	1	-0.2	1.0	-6.0	-1.2	-5.0	x
O=C(COc1ccc(Cl)cc1Cl)NCCCn1ccnc1	13.3	-1.4	1.3	-9.8	7.3	-7.8	-1.0	-2.6	1.4
O=S(=O)(Nc1ccc(Cc2ccncc2)cc1)c1ccc(Br)s1	1.8	-5.9	x	-17.8	7.7	-3.9	-3.5	-6.9	1.1
CN(C(=O)Nc1ccc(S(=O)(=O)N(C)C)cc1)C1CCCCC1	-13.7	-0.6	x	-27.8	0.1	3.8	-16.0	-8.4	1.1
CCCCN(CCCC)c1ccc(C(=O)c2ccccc2C(=O)O)c(O)c1	4.6	-5.6	1.2	-11.8	5.1	-14.0	2.5	5.8	1.3
CCOC(=O)Cc1nnc(Nc2cccc(O)c2)c2ccccc12	0.4	-1.1	0.9	-14.3	5.8	-7.2	0.6	-2.7	0.9
N#CC(C(=O)NC1CC1)c1nc2ccccc2nc1N1CCCC1 (stereo unspecified)	-12.3	-0.5	1	-2.6	10.3	-20.7	-2.0	-3.9	1.2
CCOc1cc(N2CCOCC2)c(OCC)cc1NC(=O)Cc1ccccc1OC	5.7	-1.6	x	-4.4	7.9	-10.0	6.6	-1.3	1.3
COC(=O)CN1C(=O)CC(C)(C)S(=O)c2ccccc21 (stereo unspecified)	26.2	-3.2	1.2	-12.0	8.0	-11.6	1.8	-2.4	0.9
COC(=O)c1sccc1NC(=O)CN(C)NS(=O)(=O)c1ccc([N+](=O)[O-])cc1	4.1	-3.3	x	-2.6	3.1	-3.0	10.9	-8.7	0.8
Cc1cc(C(F)(F)F)c2sc(N)nc2n1	6.3	-7.0	1.1	5.5	13.3	-7.3	2.4	2.2	0.9
Nc1c(C(=O)OCC2CCCO2)c2nc3ccccc3nc2n1C1CCCCC1 (stereo unspecified)	-4.7	-2.6	1.1	11.6	5.7	-17.8	-3.7	6.3	0.9
COc1ccc(CC(=O)Nc2ccc(-c3nc4cc(C)ccc4o3)c(O)c2)cc1OC	7.5	-1.0	1.2	-0.3	0.8	-8.3	-0.2	-5.5	1.5
COc1ccc(CCN2C(=NC(=O)CCC(=O)O)SC3CS(=O)(=O)CC32)cc1 (stereo unspecified)	-30.0	-3.9	1	15.6	4.7	-1.1	-0.8	-10.0	1
Cn1c(/C=C/N2CCOCC2)c(C(=O)c2ccc(Br)cc2)c(=O)n(C)c1=O	24.9	-1.5	1.1	0.3	4.1	-1.3	-0.5	7.5	1
COc1cccc(-n2nnc3c(=O)n(Cc4cccc(F)c4)cnc32)c1	12.0	-3.8	1	-6.0	7.5	-6.4	1.0	-1.8	0.8
CCSc1nc(C2CC2)cc(-c2cccs2)c1C#N	-21.0	-3.0	1.5	-9.4	20.7	-3.7	-1.0	0.6	0.4
CC(=O)Nc1ccc(C(=O)OC2CCCCC2=O)cc1 (stereo unspecified)	-15.7	0.8	x	34.5	3.1	-0.1	-0.4	3.1	0.8
Cc1ccccc1C(=O)NC1CCN(C(=O)N(c2ccccc2)c2ccccc2)CC1	0.4	-7.6	1.1	0.1	6.5	-0.9	-5.1	-1.3	1.4
CSC1=NCCN1C(=O)c1c(-c2ccccc2Cl)noc1C	6.4	-0.5	1.1	-18.4	2.2	-14.6	-3.3	5.4	1.1
CCOC(=O)C(/C(N)=N/C(=O)Nc1ccccc1)=C(\C)O	6.0	-6.4	x	0.5	-1.3	-2.9	3.8	-6.5	1
Cc1cc(C)n(C(=O)CNC(=O)c2cccs2)n1	-5.8	-6.5	1.1	-8.6	-0.6	-1.5	-0.8	-2.3	0.9
COc1ccccc1-c1cc(-c2ccccc2)nc(SC(C(N)=O)c2ccccc2)c1C#N (stereo unspecified)	-8.0	-5.6	x	25.9	13.5	-14.4	-12.3	-0.9	1.1
O=C(NCc1cccnc1)c1ccccn1	-4.0	-2.5	1.1	-7.1	6.0	-19.0	2.1	3.9	0.9
CSc1nc(C)cc(C)c1S(=O)(=O)c1ccccc1C	-20.0	-1.9	x	-16.0	2.7	-0.6	-1.6	2.3	0.7
COc1cc(C(=O)NCc2ccc3c(c2)OCO3)ccc1OCc1c(C)noc1C	-2.5	-8.2	1.2	-5.7	0.4	0.4	2.9	-11.5	1
CN(C)c1ccc(N/C=C/C(=O)c2ccccc2)cc1	16.4	-1.0	0.1	-3.0	19.1	-8.4	1.3	1.2	1
COc1cc(OC)c2c(c1)C(=O)c1cc(OC)cc(OC)c1C2=O	-15.4	-4.6	x	-1.5	-2.0	17.4	4.7	-0.7	0.9
COc1cccc(-c2cc(C(F)(F)F)nc(-n3cc(Cl)cn3)n2)c1	-15.4	-4.5	1	16.7	2.1	-11.7	0.5	-5.2	0.9
O=C(CN1CCOCC1)N1CCCc2c1c(=O)oc1ccc(OCc3ccccc3)cc21	-18.9	1.6	1	-3.5	4.9	-12.9	-1.3	-2.2	1.3
Cc1nc2ccccc2n1CCc1nc2c3ccccc3nc(SCC#N)n2n1	-0.7	39.4*	1.1	-12.0	3.2	-10.2	17.7	-11.4	0.9
CN(C(=O)c1ccc(C#N)cc1)c1nnc(-c2ccccn2)s1	-1.9	-2.8	1.2	3.7	-1.4	-6.9	-1.8	3.2	x
O=c1ccnc(Sc2ncccc2[N+](=O)[O-])[nH]1	4.4	-4.6	1.1	-11.4	7.9	-6.9	-0.3	1.9	x
CCCCCCN=CC1=C(O)C(C(=O)OC)C(C)(C)CC1=O (stereo unspecified)	-27.1	-3.1	x	6.3	-0.2	-23.8	0.0	-1.1	1.3
O=C(NCCC1=CCCCC1)C(=O)NCc1ccccc1Cl	10.1	-8.5	x	-11.3	4.8	-4.8	2.4	2.7	1.3
COc1ccc(C2CC(=O)c3cnc(NC(=O)c4ccccc4)nc3C2)c(OC)c1 (stereo unspecified)	-7.2	-6.5	1.1	2.5	5.2	-7.4	1.9	-3.6	0.8
N#Cc1c(-c2ccccc2)nc(-c2ccccc2)[nH]c1=O	-0.4	-4.7	x	13.3	1.6	-17.0	-8.8	-7.9	1
Cc1ccc(-c2nc3cc(NC(=O)C(C)C)ccc3o2)cc1C	-14.3	-5.8	1.4	4.2	-1.0	-18.9	-1.0	4.4	x
COc1cccc(-c2nnc(SCCOc3ccc4c(C)cc(=O)oc4c3)o2)c1	-8.5	-2.9	x	24.7	3.2	-2.8	-2.4	-3.9	1
CCOc1ccc(CCNC(=O)c2ccc(N3CCCC3=O)cc2)cc1OCC	14.2	1.0	0.9	-6.0	0.9	-3.5	0.6	9.4	1
O=C1CC(NCc2ccncc2)C(=O)N1c1ccc(Cl)cc1 (stereo unspecified)	7.3	-5.7	1.3	18.9	8.4	-2.3	-2.9	-8.3	1
CN(C)C(=O)Cn1c(=O)n(C)c2ccccc21	2.9	-5.6	0.9	0.4	0.6	2.3	-5.0	-5.4	1
CC(=O)n1c(Cl)c(NC(=O)CCl)c2ccccc21	14.4	-3.6	0.8	-6.3	7.7	-8.6	-1.5	3.5	0.9
O=S(=O)(Nc1ccccc1)c1ccc(F)cc1	0.4	-4.3	1.2	-2.3	12.2	-5.6	-2.4	0.5	1
COc1ccccc1N1CCN(C(=O)Nc2cccc(Cl)c2)CC1	-11.7	-5.1	1.3	8.4	4.2	-7.4	0.8	-0.4	0.8
CCCCCOC(=O)c1[nH]c2c(c1C)C(=O)C(C(=O)OC)C(C)C2 (stereo unspecified)	16.9	-7.5	x	-14.7	10.8	-7.9	-2.8	2.5	1
N#CCSc1nnc(-c2cccnc2)n1-c1ccccc1	0.2	2.1	1.1	-23.4	5.5	-1.2	0.6	-1.5	1.1
COc1ccc(CCNC(=O)c2c(O)c3cccc4c3n(c2=O)CC4)cc1	3.5	-7.5	1	32.7	2.5	-80.5	1.9	-3.9	0.8
Cc1ccccc1Cn1c(-c2cncs2)nc2ccccc21	-4.3	-11.3	1.3	-14.4	17.1	-4.5	1.5	3.1	0.9
COc1cc(/C=C/C(=O)c2c(O)ccc3c(C)cc(=O)oc23)ccc1O	-4.6	-1.6	x	-16.5	5.4	-6.0	-3.5	-1.7	0.9
COC(=O)Nc1ncc(CN2CCCCC2)s1	7.6	-5.0	1.1	-29.3	6.2	9.4	0.8	6.3	0.9
CCOC(=O)c1cnc2c(cnn2C)c1NCCCN(C)C	1.8	-8.2	x	-15.2	-3.3	-3.2	-3.7	0.4	1.5
CCC(CC)C(=O)Nc1c(C)n(C)n(-c2ccccc2)c1=O	4.2	-6.9	1	28.5	5.8	-11.9	0.5	-6.5	0.9
O=C1CC(Sc2ncn[nH]2)C(=O)N1c1ccccc1 (stereo unspecified)	-13.2	-3.6	x	-2.3	7.4	-13.1	0.7	-0.8	1.3
O=Nc1ccc(NOC(=O)c2ccc(Br)cc2)cc1	-3.5	-5.9	x	0.5	10.3	-4.8	2.4	-0.4	1
C#CCOC(=O)c1ccccc1C(=O)O	-1.4	-1.9	1.1	5.9	7.5	8.4	2.0	2.5	x

Given in markdown: 2 of the compounds above
| compound | S1P2 blocker | S1P2 ag | MT1-MMP txn act | PLK1 PBD inh | HIV Rev-RRE inh | PLK1 inh | FAK inh | EphB4 ephrin blk | PLAP act |
| --- | --- | --- | --- | --- | --- | --- | --- | --- | --- |
| CC(=O)Nc1ccc(C(=O)OC2CCCCC2=O)cc1 (stereo unspecified) | -15.7 | 0.8 | x | 34.5 | 3.1 | -0.1 | -0.4 | 3.1 | 0.8 |
| Nc1c(C(=O)OCC2CCCO2)c2nc3ccccc3nc2n1C1CCCCC1 (stereo unspecified) | -4.7 | -2.6 | 1.1 | 11.6 | 5.7 | -17.8 | -3.7 | 6.3 | 0.9 |

Additional records.
SMILES	S1P2 blocker	S1P2 ag	MT1-MMP txn act	PLK1 PBD inh	HIV Rev-RRE inh	PLK1 inh	FAK inh	EphB4 ephrin blk	PLAP act
CCN1CNC(=S)N(c2cc(C)ccc2C)C1	-11.7	-7.2	1.1	6.1	1.3	-6.6	2.9	0.6	0.9
CCOc1ccccc1/C=N/NC(=O)Cc1csc(Nc2cccc(C(F)(F)F)c2)n1	-0.6	-6.4	x	-6.7	8.2	-8.7	2.3	2.6	1.1
O=C(Cn1cnc2ccccc2c1=O)NCC1COc2ccccc2O1 (stereo unspecified)	-5.8	-3.2	1	-10.8	8.0	-9.6	-0.8	2.2	1
O=C(CSc1nnc(-c2ccccn2)n1-c1ccc(Cl)cc1)Nc1ccc2c(c1)OCO2	-12.6	-9.2	1.1	13.5	0.9	-5.3	-0.6	3.8	1.2
COc1cccc(NC2C=CS(=O)(=O)C2)c1 (stereo unspecified)	-15.7	-4.9	1.2	8.4	4.1	-12.4	-2.5	3.7	x
CCOC(=O)N1CCN(C(=O)CSCc2nc(-c3ccccc3C)oc2C)CC1	17.4	-5.4	1	-9.4	6.0	2.0	7.5	0.8	1.3

Retrieved one by one from above, 3 records:
SMILES	S1P2 blocker	S1P2 ag	MT1-MMP txn act	PLK1 PBD inh	HIV Rev-RRE inh	PLK1 inh	FAK inh	EphB4 ephrin blk	PLAP act
O=C(Cn1cnc2ccccc2c1=O)NCC1COc2ccccc2O1 (stereo unspecified)	-5.8	-3.2	1	-10.8	8.0	-9.6	-0.8	2.2	1
O=C1CC(Sc2ncn[nH]2)C(=O)N1c1ccccc1 (stereo unspecified)	-13.2	-3.6	x	-2.3	7.4	-13.1	0.7	-0.8	1.3
O=C(NCc1cccnc1)c1ccccn1	-4.0	-2.5	1.1	-7.1	6.0	-19.0	2.1	3.9	0.9
